GPR151 ag: human GPR151 activation | Q8TDV0 | PathHunter beta-arrestin GPR151 cells, luminescence | activation, % at 11.2 µM | 1% of 650,000 active; in the data active = activation above about 4.9%;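 also: 0% = median of compound wells and 100% = cells with positive control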
Target sequence (Q8TDV0 whole entry, looked up): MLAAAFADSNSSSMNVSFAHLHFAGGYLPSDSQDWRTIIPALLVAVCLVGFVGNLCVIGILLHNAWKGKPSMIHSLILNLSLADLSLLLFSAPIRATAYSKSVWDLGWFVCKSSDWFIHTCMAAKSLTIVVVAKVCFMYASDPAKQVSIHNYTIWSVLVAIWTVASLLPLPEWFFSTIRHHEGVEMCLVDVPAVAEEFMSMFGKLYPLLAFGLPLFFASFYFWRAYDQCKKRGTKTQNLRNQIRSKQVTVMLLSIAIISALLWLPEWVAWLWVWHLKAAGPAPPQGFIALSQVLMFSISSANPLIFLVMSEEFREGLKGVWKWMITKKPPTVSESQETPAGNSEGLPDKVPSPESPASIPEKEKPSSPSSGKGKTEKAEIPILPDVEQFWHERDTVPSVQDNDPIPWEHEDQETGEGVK
FBW7 activator: activators of human E3 ligase FBW7. AlphaScreen FBW7–phospho-cyclin E peptide binding, activator screen. Q969H0. normalized activity (activation), % at 26.1 µM. 0.13% of 650,000 active; in the data active = normalized activity above about 1.9%;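 also: purified mutant Fbw7 with reduced substrate affinity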
Target sequence (Q969H0 whole entry, looked up): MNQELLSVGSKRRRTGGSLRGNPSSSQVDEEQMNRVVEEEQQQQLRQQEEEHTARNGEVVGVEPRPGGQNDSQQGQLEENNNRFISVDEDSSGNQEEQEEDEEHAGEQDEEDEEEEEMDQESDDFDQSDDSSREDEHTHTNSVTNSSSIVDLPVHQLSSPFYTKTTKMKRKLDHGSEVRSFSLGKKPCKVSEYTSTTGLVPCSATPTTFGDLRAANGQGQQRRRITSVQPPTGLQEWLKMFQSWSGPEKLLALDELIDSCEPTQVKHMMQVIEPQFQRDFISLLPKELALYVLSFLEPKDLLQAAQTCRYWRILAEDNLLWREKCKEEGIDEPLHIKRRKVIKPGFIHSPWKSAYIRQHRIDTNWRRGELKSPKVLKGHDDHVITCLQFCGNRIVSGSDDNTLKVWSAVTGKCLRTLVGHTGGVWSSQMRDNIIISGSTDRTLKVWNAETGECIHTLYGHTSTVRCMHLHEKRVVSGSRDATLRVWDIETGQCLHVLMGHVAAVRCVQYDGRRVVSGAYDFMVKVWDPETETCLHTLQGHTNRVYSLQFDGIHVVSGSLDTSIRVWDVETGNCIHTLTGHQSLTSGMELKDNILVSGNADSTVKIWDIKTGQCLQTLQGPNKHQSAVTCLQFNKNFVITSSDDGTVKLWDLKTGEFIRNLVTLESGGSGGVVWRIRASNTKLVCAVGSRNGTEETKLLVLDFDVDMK
MITF primary: human MITF inhibition, primary screen. AlphaScreen MITF homodimerization, bead proximity signal. inhibition, % at 2.6 µM. 0.91% of 650,000 active; in the data active = inhibition above about 50%;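 also: 0% = vehicle wells with protein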
TEAD-YAP inh: TEAD-YAP interaction inhibition; HEK-TIYL cells, TEAD-Gal4/YAP UAS-luciferase luminescence; inhibition, % at 9.12 µM; 1.4% of 640,000 active; AID 1259422; in the data active = inhibition above about 32%;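 also: 0% = median of test compound wells and 100% = reference inhibitor wells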
* hit, by the source's call.

Preview:
SMILES	GPR151 ag	FBW7 activator	MITF primary	TEAD-YAP inh
CC1=NN(c2ccccc2)C(=O)/C1=C\c1ccc(-c2ccccc2C(=O)O)o1	-0.2	-0.2	12	-7
Cc1ccnc(NCC(O)COc2ccccc2)c1 (stereo not given)	1.7	0.0	6	13

The listing, from the first entry:
SMILES	GPR151 ag	FBW7 activator	MITF primary	TEAD-YAP inh
CC1=NN(c2ccccc2)C(=O)/C1=C\c1ccc(-c2ccccc2C(=O)O)o1	-0.2	-0.2	12	-7
Cc1ccnc(NCC(O)COc2ccccc2)c1 (stereo not given)	1.7	0.0	6	13
Cc1ccc(N(CC(=O)N/N=C/c2cccs2)S(C)(=O)=O)cc1	-1.0	0.0	1	-16
O=[N+]([O-])c1c(NC2CCCCC2)ccc2nonc12	0.2	-0.1	-2	14
O=C(COC(=O)c1cccc(C(=O)OCC(=O)c2ccc(Cl)cc2)c1)c1ccc(Cl)cc1	0.7	0.0	4	-4
COc1ccc(-c2cc(C(F)(F)F)n3ncc(C(=O)Nc4cccc(Cl)c4Cl)c3n2)cc1OC	0.2	0.1	15	-6
COc1ccccc1C(=O)N/N=C/c1cc([N+](=O)[O-])ccc1O	-0.5	0.0	48	17
O=C(Nc1ccc2c(c1)C(=O)NC2=O)c1ccc(C(=O)c2ccccc2)cc1	-0.3	0.0	6	9
Cc1ccc(S(=O)(=O)/N=C/c2ccccc2I)cc1	2.8	0.0	2	-4
CCOc1ccc(S(=O)(=O)N(CC(=O)N2CCOCC2)c2ccccc2)cc1	1.2	0.0	8	-1
O=C(COc1ccc(Br)cc1)Nc1cccc(C(F)(F)F)c1	0.4	1.1	3	0
O=C(CSC1=NC(=O)C(Cc2ccccc2)C(=O)N1)Nc1cccc(Cl)c1 (stereo not given)	-0.3	-0.1	-2	-5
COc1cc(C)c(C)cc1S(=O)(=O)N(Cc1cccs1)Cc1cccn1C	0.5	-0.4	4	5
CCc1ccc(N2CCN(S(=O)(=O)CC34CCC(CC3=O)C4(C)C)CC2)cc1 (stereo not given)	-0.5	0.1	2	1
CCOC(=O)c1cc(-c2ccc3c(c2)OCCO3)nc2ccccc12	1.6	0.7	-42	1
CN(C)C(=O)C1C2NC(=S)N(c3ccc(Br)cc3)C1(C)Oc1ccccc12 (stereo not given)	-1.2	-0.1	3	2
Cc1ccc(CN2CCN(Cc3cn(C)nc3C)CC2CCO)cc1 (stereo not given)	-2.3	0.1	5	4
CCN1CCN(c2nc3c(c(=O)[nH]c(=O)n3C)n2CC(O)c2ccccc2)CC1 (stereo not given)	-1.3	0.0	-6	-2
COC(=O)CN(C#N)c1nc(NCc2ccccc2)nc(OC)n1	-0.3	0.2	0	-9
CN(C)c1ccc(/C=N/NC2=NCCCCC2)cc1	0.1	-0.2	9	-6

Random excerpt: two records from the list, in no set order.
SMILES	GPR151 ag	FBW7 activator	MITF primary	TEAD-YAP inh
O=[N+]([O-])c1c(NC2CCCCC2)ccc2nonc12	0.2	-0.1	-2	14
O=C(COC(=O)c1cccc(C(=O)OCC(=O)c2ccc(Cl)cc2)c1)c1ccc(Cl)cc1	0.7	0.0	4	-4

(cont.)
SMILES	GPR151 ag	FBW7 activator	MITF primary	TEAD-YAP inh
CCSc1ccc(-c2sc(C)nc2C)nn1	0.3	0.7	0	-68
COC(=O)c1ccc(C2C3=C(CC(c4ccc(OC)cc4)CC3=O)Nc3ccccc3N2C(=O)CCC(=O)O)cc1 (stereo not given)	0.6	0.2	8	-5
CSc1nnc(CN(C)Cc2ccc(N(C)C)cc2)n1CC1CCCO1 (stereo not given)	-0.5	0.1	-3	0
O=C(Nc1ccc(C(F)(F)F)cc1)c1ccc(NCCc2ccccc2)c([N+](=O)[O-])c1	0.3	-0.2	-13	-7
O=C(OCCN1CCOCC1)c1sc2ccccc2c1Cl	-0.4	-0.4	-1	-8
O=C1N[C@@H](Cc2c[nH]c3ccccc23)C(=O)N2CCN(Cc3ccc(F)c(F)c3)C[C@H]12	-0.8	-0.2	-3	5
CC(C)NC(=O)CC1(C(=O)Nc2ccc(Cl)cc2)CCCC1	-1.1	0.0	1	-9
O=C1NC(=S)N/C1=C\c1ccc(-c2cc([N+](=O)[O-])cc([N+](=O)[O-])c2)o1	-0.1	0.5	16	-1
Cc1nn(C(=O)c2ccc([N+](=O)[O-])o2)c(C)c1Sc1ccc(Cl)cc1	-0.7	0.0	2	-7
CC(C)(Oc1ccc(Cl)cc1)C(=O)NCCN1CCN(C(=O)c2cccs2)CC1	-0.2	0.2	-6	4
CCOC(=O)N1CCN(C(=O)C2CCN(S(=O)(=O)c3ccc(F)cc3)CC2)CC1	0.1	0.0	18	5
CCOc1ccc(C(=O)Nc2c3c(nn2-c2ccc(F)cc2)CS(=O)(=O)C3)cc1OCC	-1.0	0.0	5	-10
O=C(CNS(=O)(=O)c1ccccc1)OCC(=O)c1c[nH]c2ccccc12	2.1	0.0	7	4
COc1cc2c(cc1OC)C(C(=O)O)C(c1cccc([N+](=O)[O-])c1)N(C)C2=O (stereo not given)	-0.7	0.2	5	-8
COCCCNC(=O)c1oc2ccc3c(c2c1C)C(=O)CC(C)(C)O3	0.8	0.6	16	-34
CC(=O)C1=C(O)C(=O)N(CCN2CCOCC2)C1c1ccc(F)cc1 (stereo not given)	0.1	0.0	2	-4
OCCC1CN(Cc2ccc3cc(F)ccc3n2)CCN1C1CCCC1 (stereo not given)	9.5*	-0.1	4	13
COc1ccc(/C=C(\NC(=O)c2ccccc2)C(=O)NCc2cccnc2)cc1	0.3	0.2	-2	4
CC(C)NCC(O)COc1ccc(Cl)cc1Cl (stereo not given)	1.2	0.1	9	6
Cc1cc(C)cc(OCC(=O)N2CCN(c3ccccc3)CC2)c1	0.7	1.1	15	-2
COC(=O)Nc1sc2c(c1C(=O)NCc1ccco1)CCC2	0.2	-0.2	5	-5
COc1ccc(CC(=O)N2CCNC(=O)C2(C)C)cc1C	-0.6	0.0	-12	-2
C/C(CC(=O)Nc1ccc(Br)cc1)=N\NC(=O)c1ccccc1O	-1.7	-0.1	-2	-13
O=C(CCCCCN1C(=O)c2cccc3cccc(c23)C1=O)NCCCO	0.9	0.3	13	-1
O=C1c2cccnc2C(=O)N1c1ccc(Cl)cc1	0.0	0.1	45	-14
CC(=O)Nc1ccc(C(=O)OCC(=O)c2ccc(C)c([N+](=O)[O-])c2)cc1	0.2	0.1	12	15
CN(C)c1ccc(/C=C2\N=C(c3ccc(Cl)cc3)OC2=O)cc1	-0.1	-0.1	16	2
O=C1N[C@H](Cc2ccccc2)C(=O)N2C[C@@H](NCc3ccccc3F)C[C@@H]12	0.5	0.2	-23	-11
COc1ccccc1NC(=O)COc1ccc(Cl)cc1Cl	0.3	0.0	-3	-15
O=C(Cc1ccccc1)Nc1nnc(Cc2ccc(Cl)cc2Cl)s1	-1.1	0.0	-4	9
COc1cc(OC)cc(C(=O)N2CCN(Cc3ccc(OC)c(OCc4ccccc4)c3)CC2)c1	-1.0	0.0	20	3
CCOc1cc(C(=S)N2CCOCC2)ccc1O	1.3	-0.2	2	-5
CCC(CO)Nc1ccc2ncc(-c3ccc(C(=O)O)cc3)n2n1 (stereo not given)	-1.6	0.4	17	7
CCc1ccc2nc(N3CCC(C(=O)NC4CCCC4)CC3)sc2c1	-1.4	0.1	12	7
Cc1ccnc(NC(=O)CCC(=O)N(CC(=O)NCc2ccccc2)c2ccc(F)cc2)c1	0.6	0.0	9	0
O=C1CCCC(=O)C1CC1C(=O)CCCC1=O	0.7	0.1	4	1
O=[N+]([O-])c1c(NC2CCCCC2)ccc2nsnc12	-0.4	0.0	3	-13
Cc1ccccc1NC(=O)c1sc2nc(-c3ccccc3)cc(-c3ccco3)c2c1N	-1.8	0.3	4	2
COc1ccc(N(CC(=O)NCC(C)C)S(C)(=O)=O)cc1OC	0.6	0.1	9	5
OC(CSc1ncnc2nc[nH]c12)c1ccccc1 (stereo not given)	-0.4	0.0	4	-28
O=C(Nc1ccccc1-c1ccccc1)c1ccc2c(c1)C(=O)N(c1ccc(Br)cc1)C2=O	0.6	-0.1	6	6
C[C@@H](OCc1ccccc1)[C@@H]1NC(=O)[C@H]2CN(C(=O)c3cc(F)c(F)cc3F)CCN2C1=O	0.4	0.8	18	11
COc1ccccc1N1CC(C(=O)Nc2ccc([N+](=O)[O-])cc2)CC1=O (stereo not given)	0.6	0.1	-21	-1
CCOC(=O)C1(CCOC)CCN(C2CSCCSC2)CC1	-0.5	0.4	-1	-2
O=C(NCCCS(=O)(=O)N1CCN(c2ccccc2)CC1)c1ccccc1F	0.4	-0.2	-5	-3
C/C(CC(=O)Nc1cc([N+](=O)[O-])ccc1C)=N\NC(=O)c1ccc([N+](=O)[O-])c(Cl)c1	0.2	0.0	-6	-11
CCOC(=O)C1CCCN(CCC(=O)Nc2cc([N+](=O)[O-])ccc2OC)C1 (stereo not given)	0.6	0.3	18	2
Cn1c(C(=O)O)c(CC(=O)NC2CCCCC2)c2ccccc21	2.0	0.1	-5	4
COc1cccc2cc(C(N)=O)/c(=N/NC(=O)COc3ccc(Cl)cc3)oc12	-0.1	0.1	9	-2
CSc1ccc2nc(NC(=O)c3ccccc3Cl)sc2c1	-0.3	0.3	7	-52
Cc1nc2nc(SCC(=O)NCCC3=CCCCC3)nn2c(C)c1Cc1cccc(Cl)c1	0.1	0.0	11	19
O=C(CN1CCOCC1)Nc1ncc(Cc2cc(Cl)cc(Cl)c2)s1	-0.5	-0.2	-4	3
Cc1ccc(C(=O)NCCc2nnc3n2CCN(C2CCOCC2)CC3)cc1	0.4	0.0	1	1
O=C(O)c1ccccc1/C=N/n1c(-c2ccccc2)n[nH]c1=S	2.6	0.0	3	-5
Cc1ccc(-n2ncc3c(N(C)C4CCCCC4)ncnc32)c(C)c1	0.8	0.3	11	10
Cc1cccc(NC(=O)CN(C)S(=O)(=O)c2ccccc2)n1	-0.5	-0.1	-10	7
NCCCNC(=O)c1c(O)c2cccc3c2n(c1=O)CC3	-0.4	-0.1	8	-9
Cc1ccc(Nc2ccc(NC(=O)c3ccco3)cc2)nn1	-1.4	0.5	1	-37
O=C(Cc1nc2scc(-c3ccccc3)c2c(=O)[nH]1)N1CCCC1	-0.1	-0.1	6	-2
CCN1CCN(c2c(Cl)cccc2NC(=O)c2cc3ccccc3o2)CC1	-1.4	-0.2	-1	-3
The list continues.
SMILES	GPR151 ag	FBW7 activator	MITF primary	TEAD-YAP inh
Nc1nccc(-c2ccc3nc(C4COc5ccc(CC(=O)NC6CC6)cc5C4)[nH]c3c2)n1 (stereo not given)	-1.1	0.0	7	0
CN(CC(=O)N1CCCCC1)S(=O)(=O)c1ccc2c(c1)c(=O)n(C)c(=O)n2C	1.0	0.1	-12	-11
CN(C)/C=N/n1cnc2scc(-c3ccc(Cc4ccccc4)cc3)c2c1=O	1.9	-0.1	-2	11
S=C(c1cn(Cc2ccc(Cl)c(Cl)c2)c2ccccc12)N1CCCC1	-1.5	-0.1	21	2
COC(=O)c1ccc(N=Cc2c(O)[nH]c3ccccc23)cc1	0.2	0.0	8	-58
Cc1cccc(C2Nc3ccccc3-c3nnc(SCc4ccccc4)nc3O2)n1 (stereo not given)	0.6	0.1	9	-9
COc1ccc(/C=N/NC(=O)c2cc(-c3cccs3)[nH]n2)c(OC)c1OC	2.9	0.1	10	-5
Cc1ccc(NS(=O)(=O)c2ccc3c(c2)n(C)c(=O)c(=O)n3C)c(Cl)c1	-1.1	0.1	15	10
COc1ccc(N2CCN(C(=O)c3sc4ncn(Cc5cccc(F)c5)c(=O)c4c3C)CC2)cc1	-0.5	-0.2	8	12
COC(=O)c1c(NC(=O)COc2ccc([N+](=O)[O-])cc2)sc2c1CCCC2	1.2	0.0	0	0
CN1CCN(c2ccnc3c(-c4cccc(C(F)(F)F)c4)cnn23)CC1	1.6	1.1	-29	-43
CCc1ccc(NC(=S)N(CCCN2CCCC2)Cc2ccco2)cc1	0.9	-0.1	-3	-5
COc1ccc(-c2noc(COc3ccc(Br)c(C)c3)n2)cc1	0.4	0.0	0	7
CCOc1ccccc1C(=O)Nc1cc(Cl)ccc1Cl	-0.5	0.0	14	-1
CC12CC(NC(=O)N1c1ccccc1)c1ccccc1O2 (stereo not given)	-1.1	-0.2	13	6
COc1cc(NC(=O)c2sc3nc4ccc(OC)cc4cc3c2N)cc(OC)c1	-0.3	-0.1	17	15
COc1ccc(Cl)cc1C(=O)Nc1cccc(N2CCCS2(=O)=O)c1	0.0	-0.2	-2	2
COc1ccc(CNc2cccc(N(C)C)c2)cc1	-1.1	-0.2	0	-8
CSc1nc(N)nc(SCC(=O)NC(C)c2ccccc2)c1C#N (stereo not given)	-0.4	0.0	13	-6
O=C(Nc1c2c(nn1-c1ccc([N+](=O)[O-])cc1)CSC2)C12CC3CC(CC(C3)C1)C2	1.2	-0.1	-5	4

Single entries from the entries so far:
`Cc1nn(C(=O)c2ccc([N+](=O)[O-])o2)c(C)c1Sc1ccc(Cl)cc1` in FBW7 activator is listed with 0.0
`O=C1NC(=S)N/C1=C\c1ccc(-c2cc([N+](=O)[O-])cc([N+](=O)[O-])c2)o1` in GPR151 ag is listed with -0.1
`O=C1c2cccnc2C(=O)N1c1ccc(Cl)cc1` in FBW7 activator is listed with 0.1
`CCC(CO)Nc1ccc2ncc(-c3ccc(C(=O)O)cc3)n2n1` (stereo not given) in FBW7 activator is listed with 0.4
`Cc1cccc(C2Nc3ccccc3-c3nnc(SCc4ccccc4)nc3O2)n1` (stereo not given) in MITF primary is listed with 9
`COc1ccc(/C=C(\NC(=O)c2ccccc2)C(=O)NCc2cccnc2)cc1` in FBW7 activator is listed with 0.2

For reference, part of the list above.
SMILES	GPR151 ag	FBW7 activator	MITF primary	TEAD-YAP inh
COc1ccc(CNc2cccc(N(C)C)c2)cc1	-1.1	-0.2	0	-8
CSc1nc(N)nc(SCC(=O)NC(C)c2ccccc2)c1C#N (stereo not given)	-0.4	0.0	13	-6
O=C(Nc1c2c(nn1-c1ccc([N+](=O)[O-])cc1)CSC2)C12CC3CC(CC(C3)C1)C2	1.2	-0.1	-5	4

Source: PubChem BioAssay
